tuberculosis growth – growth inhibition of non-replicating M. tuberculosis (AID 488890); inhibition, % at 25 µM; hits with a dose series show IC50 in µM; Mycobacterium tuberculosis non-replicating, growth inhibition; higher % means a stronger effect; actives 0.39% (n = 320,000); in the data active = a potency from the dose series; inconclusive = inhibition mostly from about 82% at the one dose, without a potency; inactive = the rest, 99 in 100 with inhibition below about 76%;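 note: plate controls were DMSO cells for no effect and high antibiotic wells for full effect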
influenza NS1A – H1N1 influenza NS1A inhibitors, functional cell based assay (AID 504329); inhibition, % at 12.5 µM, or IC50 in µM where a hit was titrated; NS1A functional cell-based assay, percent inhibition; higher % means a stronger effect; actives 0.3% (n = 340,000); in the data active = a potency from the dose series; inconclusive = inhibition above about 27% without an active follow-up result; note: strong numbers were not always called active
VEEV TC-83 Vero – inhibitors of VEEV TC-83 cytopathic effect, confirmation, Vero cells (AID 588727); Vero cells, VEEV TC-83 cytopathic effect inhibition; higher % means a stronger effect; one-dose inhibition, % at 20 µM; IC50 in µM for titrated hits; actives 0.13% (n = 350,000); in the data active = a potency from the dose series; inconclusive = inhibition mostly from about 14% at the one dose, without a potency; inactive = the rest, 99 in 100 with inhibition below about 12%; note: strong numbers were not always called active
H37Rv inhibition – M. tuberculosis growth inhibition, HTS (AID 449762) | actives 0.59% (n = 330,000) | inhibition, % at 25 µM; hits with a dose series show IC50 in µM | M. tuberculosis H37Rv growth inhibition, 7H9 media; higher % means a stronger effect; in the data active = a potency from the dose series; inconclusive = inhibition above about 70% without an active follow-up result;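 note: bacterial growth assessed after seven days of incubation; strong numbers were not always called active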
Salmonella PhoP GFP – PhoP regulon inhibitors, Salmonella typhi PhoP promoter GFP reporter, confirmatory (AID 1850); Salmonella Typhi PhoP-promoter GFP reporter, fluorescence, 4 h; higher % means a stronger effect; actives 0.33% (n = 310,000); inhibition, % at 50 µM, or IC50 in µM where a hit was titrated; in the data active = a potency from the dose series; inconclusive = inhibition mostly from about 25% at the one dose, without a potency; inactive = the rest, 99 in 100 with inhibition below about 19%;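 note: 0% = induced wells with vehicle and 100% = uninduced wells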
VEEV TC-83 Vero 10K pilot screen – further read-out of VEEV TC-83 Vero, marked with its call; inhibition, %; measured here: 10K pilot screen inhibition
The depositor's hits bear a star; i = inactive; u = inconclusive; x = no result given; & = joins results of further samples.

SMILES	tuberculosis growth	influenza NS1A	VEEV TC-83 Vero	H37Rv inhibition	Salmonella PhoP GFP	others
CC(C)C(C(=O)O)N1CCS(=O)(=O)CC1 (stereo not given)	-21%	-1%	1.5%	-4%	-11%
COc1cc(/C=N\NC(=O)c2ccc(Cl)cc2)ccc1Oc1ccc([N+](=O)[O-])cn1	45%	11%	7.8%	-7%	5%
O=C(Nc1ccc(N2CCCC2)cc1)c1cc(Br)ccc1Cl	79%	7%	i	63%	12%
CC(C)Sc1nnc(Nc2ccccc2)s1	u	1%	6.9%	-10%	9%
C/C(=N\NC(=O)CNC(=O)c1ccccc1F)c1ccco1	-10%	4%	0.7%	1%	13%
CCOC(=O)C1(C)NC(c2ccccc2F)C2C(=O)N(c3cccc(C(C)=O)c3)C(=O)C21 (stereo not given)	-10%	29%	0.8%	-5%	10%
COc1ccc(NC(=O)CNc2ccc(C#N)cc2)cc1	20%	-1%	1.1%	-2%	6%
NC(=S)NNc1ccc(Cl)c(Cl)c1	u	-18%	9.7%	5.8µM*	7%
CCN(CCNC(=O)C1CCN(c2nnc(-n3cccc3)s2)CC1)c1ccccc1	x	2%	6.5%	-6%	-10%
Cc1ccsc1C(=O)N1CCN(c2ncccn2)CC1	-5%	-3%	2.7%	-17%	x
CN(CCOc1ccc(Cl)cc1)C(=O)c1ccc(S(=O)(=O)N2CCOCC2)cc1	-2%	1%	3.6%	1%	-1%
COc1ccc(CNCc2ccc(OC)c3ccccc23)cc1	-2%	1%	i	14%	6%
COc1cccc(NC(=O)CN(C)C(=O)Cn2c(=O)oc3ccccc32)c1	3%	6%	0.7%	2%	-8%
COc1ccc(S(=O)(=O)N2CCOCC2)cc1NC(=O)c1ccc(-n2nc(C)cc2C)cc1	3%	7%	13%	-8%	-3%
C[C@@H]1CN(S(=O)(=O)C(C)(C)C)[C@@H](CCO)/C1=C\c1ccccc1	x	-18%	i	x	x
CCC(Oc1cc(Cl)ccc1Cl)C(=O)N1CCC2(CC1)OCCO2 (stereo not given)	1%	-8%	7.5%	-6%	-3%
Cc1ccc(-c2nn(-c3ccccc3)cc2/C=C/C(=O)OCC(=O)NC2CC2)o1	24%	5%	1.0%	7%	-13%
CC(C)(C)C(=O)Cn1nnc(-c2ccc(C(F)(F)F)cc2)n1	5%	-5%	0.2%	-2%	16%
CCCCCCCCCCS(=O)(=O)N/N=C/c1ccc(O)cc1	76%	-1%	i	-8%	-1%
Cc1onc(-c2ccccc2)c1-c1nnc(-c2ccccc2C(F)(F)F)o1	15%	-4%	2.0%	20%	1%
O=C(c1cc2c(cc1Br)OCCCO2)N1CCCCC1	-3%	-3%	0.6%	5%	2%
N#C/C(=C\c1ccc(F)c(Cl)c1)S(=O)(=O)c1ccccn1	-1%	-5%	1.0%	-1%	15%
NS(=O)(=O)c1ccc(NC(=O)CSc2nnc(Cc3cccs3)n2-c2ccccc2)cc1	5%	-16%	0.4%	10%	5%
Cc1ccccc1C(=O)N1CCN(c2ccc(NC(=O)c3ccc([N+](=O)[O-])o3)cc2)CC1	x	9%	u	u	-22%
Cc1ccccc1CC(=O)N1CCN(C(=O)C2CCCO2)CC1 (stereo not given)	-3%	1%	3.4%	3%	-16%

(further entries)
SMILES	tuberculosis growth	influenza NS1A	VEEV TC-83 Vero	H37Rv inhibition	Salmonella PhoP GFP	others
CC(C)OC(=O)c1cc2ccccc2oc1=O	21%	-7%	0.6%	-1%	-3%
CN(C(=O)COC(=O)c1ccccc1Nc1ccccc1)C1CCS(=O)(=O)C1 (stereo not given)	5%	4%	1.6%	-4%	-6%
CCOC(=O)CCN(Cc1sccc1C)S(=O)(=O)c1ccc(F)cc1	3%	0%	i	-2%	2%
Cc1[nH][nH]c(=O)c1/C=N/N1CCOCC1	-10%	-20%	0.9%	4%	-5%
CC(=O)Nc1ccc(/C=N/NC(=O)c2cc3ccccc3nc2C)cc1	1%	31%	0.7%	3%	5%
CCCCCC(O)c1cccc(OCc2ccc3ccccc3n2)c1 (stereo not given)	64%	4%	0.6%	45µM*	-14%&-4%
CCCN(CC(=O)Nc1ccccc1C)C(=O)c1nn(CC)c(=O)c2ccccc12	23%	2%	2.0%	-7%	x
COc1ccc(-c2nnnn2C)cc1S(=O)(=O)Nc1ccc(C)cc1C	-4%	-9%	0.2%	-7%	-12%
CCCCN(C)CCC(=O)Nc1ccc(F)c(F)c1	-1%	-5%	0.5%	-2%	-4%
Cc1ccc2nc(Cl)c(C#N)cc2c1	-8%	3%	7.0%	2%	-7%
CC1CC(OCC(O)C[N+]2(C)CCOCC2)CC(C)(C)C1 (stereo not given)	17%	-15%	3.5%	-1%	4%
O=S(=O)(c1ccc2ccccc2c1)N1CCN(C2CCN(Cc3ccccc3)CC2)CC1	12%	3%	i	-1%	9%	VEEV TC-83 Vero 10K pilot screen=0.0
CNC(=O)COc1coc(CN2CCN(c3ccccc3OC)CC2)cc1=O	-2%	3%	0.5%	-5%	5%
O=C(/C=C/c1c(Cl)nc2ccccn12)N1CCCCC1	13%	-5%	0.3%	-8%	-7%
O=S(=O)(Nc1ccc2c(c1)OCCO2)c1cnc[nH]1	-2%	4%	1.0%	-1%	-7%
COC(=O)C1(C(F)(F)F)N=C(C(F)(F)F)Nc2ccc(Cl)cc21 (stereo not given)	-16%	5%	0.8%	-6%	-5%
COc1ccc(S(=O)(=O)n2nc(OC(=O)c3cccs3)cc2N)cc1	9%	5%	0.5%	-3%	7%
NC(=S)N=Nc1c(O)[nH]c2cc(F)c(F)cc12	-11%	-3%	7.8%	5%	-4%
COc1ccc(C(=O)Nc2ccc(CN3CCS(=O)(=O)CC3)cc2)cc1	0%	1%	i	-2%	-20%
Cc1cccc2c1NC(=O)C21OCC(CO)([N+](=O)[O-])CO1 (stereo not given)	-8%	-2%	1.0%	-11%	-10%
CCCOc1ccc(C(=O)Nc2ccc3c(c2)OCO3)cc1	43%	-1%	3.4%	13%	1%
O=C(NCc1nnc(SCc2ccccc2)n1-c1ccccc1)C12CC3CC(CC(C3)C1)C2	75%	-3%	5.0%	u	-11%
C=CCN1CCN(C(=O)CSc2ccccc2)CC1	39%	-1%	i	4%	9%
O=C(CSc1cn(CCNC(=O)c2ccc3ccccc3c2)c2ccccc12)NCc1ccco1	24%	14%	9.7%	-3%	-4%
O=C(Cc1cccc(NC(=O)C2CCN(C(=O)C3CCC3)CC2)c1)Nc1cccc(C(=O)N2CCOCC2)c1	x	-15%	i	x	x

Later entries
SMILES	tuberculosis growth	influenza NS1A	VEEV TC-83 Vero	H37Rv inhibition	Salmonella PhoP GFP	others
O=C(NCCCn1ccnc1)Nc1ccc(Cl)c(Cl)c1	45%	-11%	i	2%	12%
CCC(C)NC(=O)CNC(=S)N(Cc1ccc(F)cc1)C1CCCCC1 (stereo not given)	17%	7%	0.3%	-5%	5%
COc1cccc(NC2=NCCCCC2)c1	2%	4%	0.1%	1%	0%
c1ccc(-c2csc3ncnc(-n4cnc5ccccc54)c23)cc1	0%	-4%	1.8%	-15%	7%
Cc1ccc(S(=O)(=O)N(C)CC(=O)Nc2ccc(C)cn2)cc1	7%	-13%	2.4%	-5%	-5%
O=C(COc1ccccc1Cl)Nc1ccc(S(=O)(=O)N2CCOCC2)cc1	-4%	-4%	i	-2%	3%
CCOCCCNC(=O)c1c(C)[nH]c(C(=O)OCC)c1C	-5%	21%	0.2%	-4%	4%
Cc1ccc2oc(C(=O)N3CCN(Cc4ncccc4C)CC3)c(C)c2c1	43%	-8%	2.5%	52%	-13%
COc1ccc(NC(=O)C2CCC(=O)N2)cc1 (stereo not given)	-1%	2%	0.9%	1%	-6%
COc1ccc(/C=C/c2nc(S(=O)(=O)c3ccccc3)c(N(C)C)o2)cc1	22%	-1%	8.1%	7%	4%
CC(C)(C)NC(=O)NCCc1ccccc1	-8%	-1%	0.5%	-3%	-7%
CN(C)c1ccc(NC(=O)CSc2nc(C3CC3)nc3ccccc23)cc1	5%	-9%	0.7%	-12%	7%
CCCN1C2CCCC1CC(NC(=S)NCCCOCC)C2 (stereo not given)	3%	-4%	1.3%	4%	4%
Cc1ccc(S(=O)(=O)NC(N)=NCCc2ccc(Cl)cc2)cc1C	40%	0%	1.8%	0%	-13%
CN(C)c1ccc(/C=N/NC(=O)C[n+]2ccccc2)cc1	-16%	2%	0.7%	-3%	-7%
CN1CC[C@]23c4ccccc4N[C@H]1[C@]21CCN(C)[C@H]3Nc2ccccc21	-4%	-1%	1.1%	-8%	2%
O=C(Cn1c(=O)oc2cc(S(=O)(=O)N3CCCC3)ccc21)NC1CCCCC1	-5%	25%	6.2%	7%	-6%
COc1ccc(NC(=S)N(CCC(C)C)C(C)c2ccncc2)cc1 (stereo not given)	5%	-6%	1.0%	8%	6%
CCNC(=S)Nc1ccc(N2CCCCC2)cc1	u	5%	0.4%	19%	4%
CC1CCN(C(=O)CN2C(=O)c3ccccc3S2(=O)=O)CC1	-6%	1%	0.9%	3%	-3%
COc1ccc(S(=O)(=O)N2CCC(C(=O)N3CCc4ccccc4C3)CC2)cc1Cl	18%	2%	0.3%	-13%	3%
COc1ccc(/C=C/C(=O)c2ccccc2)cc1COc1ccccc1F	x	9%	9.1%	x	8%

Molecules shown so far that have fluorine (11):
SMILES	tuberculosis growth	influenza NS1A	VEEV TC-83 Vero	H37Rv inhibition	Salmonella PhoP GFP	others
C/C(=N\NC(=O)CNC(=O)c1ccccc1F)c1ccco1	-10%	4%	0.7%	1%	13%
CCOC(=O)C1(C)NC(c2ccccc2F)C2C(=O)N(c3cccc(C(C)=O)c3)C(=O)C21 (stereo not given)	-10%	29%	0.8%	-5%	10%
CC(C)(C)C(=O)Cn1nnc(-c2ccc(C(F)(F)F)cc2)n1	5%	-5%	0.2%	-2%	16%
Cc1onc(-c2ccccc2)c1-c1nnc(-c2ccccc2C(F)(F)F)o1	15%	-4%	2.0%	20%	1%
N#C/C(=C\c1ccc(F)c(Cl)c1)S(=O)(=O)c1ccccn1	-1%	-5%	1.0%	-1%	15%
CCOC(=O)CCN(Cc1sccc1C)S(=O)(=O)c1ccc(F)cc1	3%	0%	i	-2%	2%
CCCCN(C)CCC(=O)Nc1ccc(F)c(F)c1	-1%	-5%	0.5%	-2%	-4%
COC(=O)C1(C(F)(F)F)N=C(C(F)(F)F)Nc2ccc(Cl)cc21 (stereo not given)	-16%	5%	0.8%	-6%	-5%
NC(=S)N=Nc1c(O)[nH]c2cc(F)c(F)cc12	-11%	-3%	7.8%	5%	-4%
CCC(C)NC(=O)CNC(=S)N(Cc1ccc(F)cc1)C1CCCCC1 (stereo not given)	17%	7%	0.3%	-5%	5%
COc1ccc(/C=C/C(=O)c2ccccc2)cc1COc1ccccc1F	x	9%	9.1%	x	8%

Source: PubChem
